Source: PubChem
RBBP9 inhibitor = inhibitors of human serine hydrolase RBBP9. O75884. recombinant RBBP9, FP-Rh probe fluorescence polarization. inhibition, % at 7.94 µM. actives 0.2% (n = 220,000);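 active means inhibition above the campaign mean of all tested compounds plus 3 SD, cut at about 14% in these data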;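 further: plate controls were DMSO wells with RBBP9 for no effect and wells lacking RBBP9 protein for full effect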
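Test system: recombinant human RBBP9; Timing: 30 min then 45 min, 25 °C; Detection: fluorescence polarization; Control set: RBBP9 with DMSO as uninhibited control, no-protein wells as full inhibition; Compound dosing: one concentration, 7.94 µM nominal, 0.794% DMSO; Probe or stimulus: FP-Rh activity-based probe, 375 nM before mixing.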
NPY-Y1 PAM-ag = human NPY-Y1 potentiation or agonism, primary screen; P25929; NPY-Y1 expressing cells, potentiator/agonist activation; activation, % at 3.6 µM; actives 0.37% (n = 220,000); AID 1304; in the data active means activation above about 33%, passing the limit was not always enough;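 further: cells stimulated with NPY at EC10 then isoproterenol at EC100; 0% = low agonist plus stimulus and 100% = saturating agonist plus stimulus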
S1P4 antag = antagonists of human S1P4 receptor; actives 0.26% (n = 220,000); S1P4-expressing cells, antagonist mode, reporter read-out; inhibition, % at 4.98 µM; AID 1510; O95977; in the data active means inhibition above about 29%;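 further: 0% = wells stimulated with agonist and 100% = vehicle wells without agonist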
Target sequence (O95977 whole entry, looked up): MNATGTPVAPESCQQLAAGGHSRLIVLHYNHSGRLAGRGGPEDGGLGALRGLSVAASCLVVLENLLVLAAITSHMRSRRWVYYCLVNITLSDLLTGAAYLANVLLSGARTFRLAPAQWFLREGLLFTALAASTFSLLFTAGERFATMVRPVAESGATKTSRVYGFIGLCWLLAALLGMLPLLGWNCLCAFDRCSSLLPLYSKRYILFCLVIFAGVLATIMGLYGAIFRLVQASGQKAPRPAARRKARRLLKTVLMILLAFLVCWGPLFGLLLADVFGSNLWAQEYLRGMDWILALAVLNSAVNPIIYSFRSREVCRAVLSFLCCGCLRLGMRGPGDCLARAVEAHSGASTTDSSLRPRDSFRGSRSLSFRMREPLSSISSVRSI
Runt-CBFb FRET = Runt domain-CBFb interaction inhibition | Cerulean-Runt/Venus-CBFb FRET ratio 530/480, 1 h | inhibition, % at 20 µM | actives 0.46% (n = 220,000) | AID 1496;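 active means inhibition over about 50% at 20 µM in the single-dose screen, limit read from the data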;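 further: 0% = DMSO wells and 100% = excess unlabeled CBFb competitor control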
Target sequence (Q01196 whole entry, looked up, the tested form may be a part): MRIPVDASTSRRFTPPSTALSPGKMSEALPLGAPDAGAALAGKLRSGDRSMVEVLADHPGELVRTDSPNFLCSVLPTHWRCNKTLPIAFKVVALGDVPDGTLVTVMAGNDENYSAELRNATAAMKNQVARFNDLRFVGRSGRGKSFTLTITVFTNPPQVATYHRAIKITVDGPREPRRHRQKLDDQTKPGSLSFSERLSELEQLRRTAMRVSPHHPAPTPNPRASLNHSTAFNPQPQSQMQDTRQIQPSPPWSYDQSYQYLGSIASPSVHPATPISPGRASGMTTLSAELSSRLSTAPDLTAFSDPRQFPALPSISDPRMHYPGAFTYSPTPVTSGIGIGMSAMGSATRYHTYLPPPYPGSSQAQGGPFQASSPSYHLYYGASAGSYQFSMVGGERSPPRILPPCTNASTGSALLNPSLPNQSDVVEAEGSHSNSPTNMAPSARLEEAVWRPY
Target sequence (Q13951 whole entry, looked up, the tested form may be a part): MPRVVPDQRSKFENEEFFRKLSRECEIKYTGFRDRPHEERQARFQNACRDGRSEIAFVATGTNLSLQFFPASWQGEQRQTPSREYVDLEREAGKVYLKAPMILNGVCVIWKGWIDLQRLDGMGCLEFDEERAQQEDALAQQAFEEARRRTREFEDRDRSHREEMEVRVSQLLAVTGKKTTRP
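test system = Cerulean-Runt domain fusion protein, energy donor | probe or stimulus = Venus-CBFb binding partner, 100 nM | incubation = two 1 h room-temperature incubations shielded from light | detection = fluorescence energy transfer, 422 nm excitation, 530/480 nm emission | measure = loss of energy transfer signal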
S1P4 agonist = human S1P4 receptor agonism; O95977; S1P4-expressing cell line, agonist reporter assay; activation, % at 4.98 µM; actives 0.35% (n = 220,000); AID 1509; in the data active means activation above about 11%;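 further: 0% = DMSO vehicle and 100% = reference agonist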
NPY Y1 blocker = antagonists of human neuropeptide Y receptor Y1; P25929; HEK293-CNG Y1 cells, membrane potential fluorescence; NPY at EC95, then isoproterenol; inhibition, % at 3.6 µM; actives 1% (n = 200,000); AID 1040;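 active means inhibition above the campaign mean inhibition of all tested compounds plus 3 SD, cut at about 20% in these data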;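 further: 0% = DMSO wells given NPY plus isoproterenol and 100% = isoproterenol alone without NPY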
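Material: HEK293 Y1/CNG channel cell line; also added: NPY (25 nM), isoproterenol (1 µM), Ro 20-1724 (25 µM); doses: one concentration, 3.6 µM, in 0.4% DMSO; schedule: compound incubation 1 h at room temperature, readout 45 min post-stimulation; technique: membrane potential fluorescence; measure: fluorescence ratio normalized to % inhibition between controls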
NPY2 pot ag = potentiates or activates human NPY-Y2 receptor; actives 0.45% (n = 220,000); cells expressing NPY-Y2, potentiator/agonist read-out; activation, % at 3.6 µM; AID 1359; in the data active means activation above about 27%;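 further: cells stimulated with NPY near EC25 plus isoproterenol at EC100; 0% = vehicle plus submaximal agonist and 100% = vehicle plus saturating agonist; some results beyond the cut were filed as inactive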
BaF3 tox = counter-screen for JAK2V617F inhibitors: parental Ba/F3 viability inhibitors; CellTiter-Glo ATP luminescence; inhibition, % at 5.6 µM; actives 1.1% (n = 220,000); AID 1486;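 active means inhibition above a per-campaign cutoff, the mean inhibition of all tested compounds plus 3 SD, cut at about 27% in these data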;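 further: 0% = DMSO wells and 100% = JAK Inhibitor I control wells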
Ba/F3 V617F tox = loss of viability in JAK2V617F-driven Ba/F3 cells | Ba/F3 EpoR-JAK2V617F viability, ATP luminescence | inhibition, % at 5.6 µM | actives 1.1% (n = 220,000);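 active means inhibition above the campaign mean plus 3 SD over all tested compounds, cut at about 24% in these data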;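 further: cytokine-independent growth of Ba/F3 cells driven by EpoR plus mutant JAK2; 0% = DMSO-treated cells and 100% = JAK inhibitor I control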
Starred values were filed as active, the others as inactive; nt = not tested or not shown. Compounds as they come. About 3.6% of those tested had a hit in this group.

cpd	smiles	S1P4 antag	RBBP9 inhibitor	Runt-CBFb FRET	NPY Y1 blocker	Ba/F3 V617F tox	NPY-Y1 PAM-ag	BaF3 tox	S1P4 agonist	NPY2 pot ag
1	CS(=O)(=O)Nc1ccccc1C(=O)Nc1ccccc1Cl	-7.8	-0.7	-2.0	16.5	-3.5	-16.2	-0.9	0.6	-18.1
2	COc1ccc(C(=O)Nc2ccc(S(=O)(=O)Nc3nccnc3OC)cc2)cc1	-4.0	-6.5	-0.4	0.1	-3.8	-4.5	-1.0	-2.0	-2.3
3	CCCC(=O)OC/C(O)=C(\C#N)c1nc2ccccc2[nH]1	-6.4	-1.6	2.2	2.6	-2.5	-2.1	2.2	-0.5	-3.6
4	COC(=O)c1ccc2c(=O)sc(N3CCC(C(N)=O)CC3)nc2c1	-19.7	-1.1	17.8	-1.2	-2.3	-9.1	4.8	-0.5	-2.8
5	CCO[C@@H]1OC(C(=O)N2CCOCC2)=C[C@H](c2ccccc2)[C@H]1CCCO	-5.5	0.0	1.3	4.3	0.0	1.5	1.0	2.1	2.8
6	CCC/C=N/NC(=O)c1ccccc1O	21.2	0.3	0.1	-5.6	-1.4	7.9	7.7	0.6	-9.1
7	O=C(Nc1ccc(Cl)cn1)c1ccc2c(Cl)c3c(nc2c1)CCC3	-12.4	2.0	-1.0	nt	-4.2	-6.3	-1.6	-1.8	5.9
8	CCn1c(SCC(=O)N2CCc3ccccc3C2)nc2c1c(=O)n(C)c(=O)n2C	-7.8	1.2	-2.0	1.3	-3.0	14.0	4.8	0.3	-3.8
9	Cc1ccc(C(=O)NC(=S)NCCN2CCOCC2)cc1	-4.8	-3.6	-1.2	-0.2	7.8	-35.9	7.5	-0.7	0.8
10	COc1ccccc1NC(=S)N(Cc1cccnc1)Cc1ccccc1Cl	1.1	-0.9	-0.4	0.7	-2.2	7.9	1.9	-1.1	2.9
11	O=C(CSc1nc2cc(Cl)ccc2s1)c1ccco1	-14.8	-12.4	1.6	4.0	-2.7	14.6	2.2	0.4	9.4
12	Cc1nn(-c2ccccc2)c(Cl)c1/C=C1\N=C(c2ccccc2)OC1=O	-0.3	0.0	nt	4.5	-2.3	-8.1	-0.1	3.1	-0.3
13	O=C(O)C1=C(C(=O)Nc2cccc(C(F)(F)F)c2)CCCC1	-3.1	-10.4	nt	-1.1	3.5	-26.6	5.7	-0.3	1.6
14	COc1ccc(CCN(C)C(=O)C2CCN(Cc3ccccc3)CC2)cc1OC	7.2	-3.4	1.4	6.3	-2.0	1.3	8.5	1.6	-5.7
15	CC1=CN2C(=N)/C(=C\c3cn(CCCOc4ccccc4)c4ccccc34)C(=O)N=C2S1	-15.8	-0.9	-94.0	1.5	-4.2	-2.6	4.1	0.4	1.0

(listing goes on)
cpd	smiles	S1P4 antag	RBBP9 inhibitor	Runt-CBFb FRET	NPY Y1 blocker	Ba/F3 V617F tox	NPY-Y1 PAM-ag	BaF3 tox	S1P4 agonist	NPY2 pot ag
16	COc1ccc(C(=O)Nc2ccccn2)cc1	-6.2	-8.0	0.8	4.7	-0.5	-13.7	3.7	0.4	-6.5
17	CCCCCc1ccc(C(=O)CCCC)c(=S)[nH]1	4.7	-10.2	-0.1	1.2	-1.1	-4.9	9.3	0.5	-1.9
18	CCOc1ccc2c(c1)C(c1ccccc1)=NNC(c1ccccc1)=N2	3.7	-3.7	0.5	1.8	0.4	-17.4	3.5	0.3	13.6
19	N#Cc1c(N)oc(-c2ccco2)c1-c1ccco1	21.3	-4.1	0.1	-0.6	-1.4	20.2	5.6	0.2	-9.1
20	CC(Sc1nnc(Nc2ccccc2)s1)C(=O)Nc1nc(-c2ccccc2)cs1 (centres undefined)	-21.9	-7.2	0.1	2.6	-2.1	-10.0	2.9	0.3	-5.9
21	COc1ccc(N(CC(=O)NCCSCc2c(F)cccc2Cl)S(C)(=O)=O)cc1OC	0.7	-7.0	-0.1	1.3	0.5	12.1	2.5	0.0	2.1
22	Cc1cc(NC(=O)CSc2nnc(NC(=O)C3CC(=O)N(c4ccccc4C)C3)s2)no1 (centres undefined)	-11.0	-6.1	-1.8	-3.5	-1.2	21.9	3.2	4.4	-3.0
23	CCCCNC(=O)C(=O)N/N=C/c1ccc(OCc2ccccc2)cc1	1.2	-7.0	1.9	5.1	-2.1	-5.5	3.2	0.5	-3.1
24	Cc1cc(C)c(OCCOCCN(C)C)c(Br)c1	-8.4	1.3	-0.5	5.7	-1.6	-0.5	6.9	0.3	0.0
25	Cc1ccccc1OCCN1C(=O)NC2(CCc3ccccc32)C1=O (centres undefined)	35.9*	-6.7	1.3	-0.7	-3.5	9.9	3.6	-0.5	6.1
26	CSc1nnc(NC(=O)c2ccc(S(=O)(=O)N(C)C)cc2)s1	2.1	1.6	0.6	-4.3	5.8	-5.8	6.4	1.7	-5.3
27	N#C/C(=C\c1c(N2CCOCC2)nc2ccccn2c1=O)C(=O)NC1CCS(=O)(=O)C1 (centres undefined)	-6.2	-6.7	9.5	nt	-1.4	-1.9	0.5	5.8	-13.7
28	c1ccc(-c2cccs2)nc1	-12.0	-9.4	0.6	nt	1.5	-4.3	-1.5	0.0	10.6
29	CC(c1cc2ccccc2s1)N(O)C(N)=O (centres undefined)	3.6	-5.8	1.3	-1.9	-2.0	3.0	-3.4	1.9	6.4
30	CCCN1/C(=C2/SC(=S)N(CC)C2=O)C=Cc2ccccc21	-19.1	-6.9	-7.3	-9.3	5.0	25.6	9.1	2.2	11.3

Other results
cpd	smiles	S1P4 antag	RBBP9 inhibitor	Runt-CBFb FRET	NPY Y1 blocker	Ba/F3 V617F tox	NPY-Y1 PAM-ag	BaF3 tox	S1P4 agonist	NPY2 pot ag
31	O=C(Cc1ccccc1)NCCSC1CCCCC1	14.3	-8.0	-0.1	0.7	2.0	-11.5	6.0	0.7	-1.4
32	O=C1CCc2ccc(NS(=O)(=O)c3ccc(F)cc3)cc2N1	4.7	-2.2	0.0	2.0	-3.6	19.8	0.0	-1.1	4.0
33	CCOc1ccc(N2C(=O)Nc3ccccc3C2(O)C(=O)N2CCN(c3ccccn3)CC2)cc1 (centres undefined)	-1.4	-0.8	-0.5	3.6	1.7	-9.9	1.9	1.6	-0.1
34	COc1ccc(C(C)=O)cc1COC(=O)C(CO)NS(=O)(=O)c1ccc(Br)cc1 (centres undefined)	-25.9	-6.9	-1.1	7.9	2.1	-3.7	1.9	1.3	-10.7
35	Cc1ccc(C(=O)C[n+]2cccc(C(N)=O)c2)cc1	-14.3	0.0	-2.1	nt	-2.5	24.4	-1.2	0.5	14.9
36	CCO[C@H]1OC(C(=O)Nc2ccccc2)=C[C@@H](c2ccc(C(F)(F)F)cc2)[C@@H]1CCCO	5.7	-7.9	-0.1	-3.5	2.1	8.2	3.0	-0.8	4.0
37	O=C(COc1ccc(Cl)cc1Cl)Nc1ccc2nc3n(c(=O)c2c1)CCCC3	-4.5	-9.0	0.0	3.3	-0.1	-6.7	7.0	1.6	-0.1
38	CCOc1ccc(N2CC(O)=C(c3ccccc3)C2=N)cc1	-9.9	1.4	-1.1	-0.5	-0.9	18.0	-3.8	2.0	2.3
39	Cc1ccc(SCc2noc(C(=O)NCC3CCCO3)c2C(=O)O)cc1C (centres undefined)	7.5	-3.1	-0.9	10.9	0.9	-16.0	3.3	3.9	-26.3
40	CC(=O)Nc1ccc(-c2cc(N)n(-c3ccccc3)n2)cc1	-7.5	-8.7	-0.2	nt	2.7	-10.2	1.5	0.8	-0.7
41	COn1c(=S)[nH]c2ccccc2c1=O	0.4	4.3	-2.9	4.2	1.1	1.3	2.0	-0.2	4.2
42	COc1ccc(Nc2nc(-c3ccccc3)c3ccccc3n2)cc1	4.8	0.8	-2.6	9.3	1.9	3.7	8.7	0.1	-5.2
43	COc1ccc(/C=C/C(=O)c2ccccc2O)cc1	23.2	-7.6	-3.6	5.5	4.0	-16.5	4.7	0.1	-13.3
44	CC(C)Nc1nc(NC(C)(C)C)nc(Oc2ccc(=O)n(-c3ccccc3)n2)n1	-19.8	-4.7	-1.9	-4.0	-3.6	3.2	-0.5	1.2	-0.6
45	Cc1ccc(C=Nc2ccccc2C(N)=O)cc1	-14.7	5.7	5.9	4.1	41.9*	-8.3	21.9	3.2	-13.1

Later entries
cpd	smiles	S1P4 antag	RBBP9 inhibitor	Runt-CBFb FRET	NPY Y1 blocker	Ba/F3 V617F tox	NPY-Y1 PAM-ag	BaF3 tox	S1P4 agonist	NPY2 pot ag
46	COc1ccc(Nc2nc(N)nc(COc3ccc(OC)cc3)n2)cc1	-13.8	-11.2	1.1	-2.2	-3.5	27.3	4.5	-1.1	-2.7
47	COc1cccc(NC(=O)CSc2ncc(S(=O)(=O)c3ccccc3)c(=O)[nH]2)c1	-7.6	-3.2	-0.7	nt	-1.8	-18.0	-2.1	-0.3	-20.2
48	Cc1ccc(C(=O)N(CN2CCCC2=O)c2ccccc2)cc1	-10.1	-9.4	-2.9	1.4	-3.4	-0.4	1.6	-0.2	-8.7
49	C=C(C)CNC(=S)N1CCNC(=O)C1CC(=O)OC (centres undefined)	-5.7	-3.7	-0.5	1.7	-4.2	6.8	-0.4	-0.9	0.6
50	Cc1ccc(OCC(=O)N(Cc2ccccc2)C(C)C)c([N+](=O)[O-])n1	-1.9	-0.8	0.0	6.2	-3.4	9.4	-0.2	0.0	-14.3
51	COc1ccc(-c2nn(-c3ccccc3)cc2/C=N/NS(=O)(=O)c2ccccc2)cc1	-4.5	-7.8	-4.1	2.3	0.8	18.2	9.2	-2.4	7.8
52	COc1ccc(-n2c(C)cc(/C=C3/SC(=S)N(C)C3=O)c2C)cc1	8.1	-8.6	-6.8	8.8	-1.5	7.0	-0.7	1.1	2.0
53	C/C(Cn1nnc2ccccc21)=N\NC(=O)c1ccc(Br)cc1	-7.0	-0.6	-1.7	0.3	1.2	-20.4	3.3	-0.4	-11.0
